Screening results: PubChem BioAssay, several laboratories
TLR4-MyD88 BLA: inhibitors of TLR4-MyD88 association in cells, primary screen, cell-based, HeLa CL3-4, BLA complementation, FRET ratio; Toll-like receptor 4 (Homo sapiens) + Myeloid differentiation primary response protein …; HeLa CL3-4 TLR4/MyD88 BLA complementation; inhibition, % at 8.4 µM; 200,000 compounds, 0.18% hits; in the data active = inhibition above about 25%;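 also: 0% = vehicle and 100% = reference inhibitor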
PPARg SRC-3 ag: PPARgamma agonists recruiting SRC-3 coactivator, primary screen, biochemical; Peroxisome proliferator-activated receptor gamma (Homo sapiens), P37231; 200,000 compounds, 0.26% hits; AID 731, 2007; biochemical PPARgamma/SRC-3 coactivator recruitment assay; activation, % at 8 µM; in the data active = activation above about 23%;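 also: 0% = DMSO and 100% = reference agonist; some compounds past the cut are filed as inactive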
STAT1 inh: STAT1 signaling inhibitors, primary screen, cell-based, HTS, luciferase reporter | 200,000 compounds, 0.35% hits | AID 920, 2007 | inhibition, % at 5.5 µM | NIH 3T3 STAT1-luciferase reporter, IFN-gamma, luminescence;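 active = inhibition above a set limit, the mean inhibition across all tested compounds plus 3 SD, cut at about 34% in these data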;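 also: 0% = IFN-gamma with DMSO and 100% = IFN-gamma with 300 µM nifuroxazide; values of inactives mirror those of a sister screen read the other way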
TR-FRET SRC-2 ct: TR-FRET signal artefacts, primary screen, artefact control for PPARgamma SRC-2 agonist project, biochemical; TR-FRET artefact counter-screen; stronger effect = higher value; 200,000 compounds, 0.4% hits; AID 1049, 2008; TR-FRET ratio at 8 µM; in the data active = TR-FRET ratio above about 2000; also: inactives centre near 1500
PPARg SRC-1 ag: PPARgamma agonists recruiting SRC-1 coactivator, primary screen, biochemical; Peroxisome proliferator-activated receptor gamma (Homo sapiens), P37231; PPARgamma-SRC-1 coactivator recruitment biochemical assay; activation, % at 8 µM; 200,000 compounds, 0.41% hits; AID 631, 2007; in the data active = activation above about 19%;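 also: 0% = DMSO and 100% = reference agonist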
RAM inhibit: inhibitors of the yeast RAM network, primary screen, dse1pr::URA3 reporter, 5-FOA selection | inhibition, % at 50 µM | 190,000 compounds, 1.8% hits | S. cerevisiae dse1pr::URA3 reporter, 5-FOA growth OD615, 2 d; analog-sensitive cbk1-as2 kinase mutant strain | AID 868, 2007;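 active = inhibition above a set limit, 3 SD over mean compound inhibition, cut at about 8.4% in these data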;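 also: 0% = DMSO-only wells with no growth and 100% = 10 µM 1-NA-PP1 full growth; inhibition rescues growth on 5-FOA so higher OD means more RAM inhibition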
STAT3 inh: IL-6 driven STAT3 reporter inhibitors, primary screen, U3A cells, luciferase, luminescence, MLSCN library | IL-6 STAT3-luciferase reporter; host cell line lacks STAT1 | inhibition, % at 5.5 µM | 190,000 compounds, 0.89% hits;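 active = inhibition above the mean inhibition across all screened compounds plus 3 SD, cut at about 44% in these data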;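 also: 0% = DMSO only wells and 100% = 100 µM nifuroxazide control wells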
S1P3 antag: S1P3 receptor antagonists, primary screen, cell-based; CHO S1P3 NFAT-BLA reporter, FRET fluorescence, antagonist mode; Sphingosine 1-phosphate receptor 3 (Homo sapiens), Q99500; inhibition, % at 4.98 µM; AID 485, 2006; 170,000 compounds, 0.27% hits;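 active = inhibition above the plate cutoff, the mean inhibition of test wells on that plate plus 3 SD, cut at about 28% in these data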;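 also: cells challenged with S1P at its EC80 of 0.8 µM; blue over green emission ratio from cleaved BLA substrate after 4 h stimulation; 0% = S1P-stimulated wells and 100% = unstimulated DMSO-only wells; some compounds past the cut are filed as inactive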
Target sequence (Q99500 whole entry, looked up): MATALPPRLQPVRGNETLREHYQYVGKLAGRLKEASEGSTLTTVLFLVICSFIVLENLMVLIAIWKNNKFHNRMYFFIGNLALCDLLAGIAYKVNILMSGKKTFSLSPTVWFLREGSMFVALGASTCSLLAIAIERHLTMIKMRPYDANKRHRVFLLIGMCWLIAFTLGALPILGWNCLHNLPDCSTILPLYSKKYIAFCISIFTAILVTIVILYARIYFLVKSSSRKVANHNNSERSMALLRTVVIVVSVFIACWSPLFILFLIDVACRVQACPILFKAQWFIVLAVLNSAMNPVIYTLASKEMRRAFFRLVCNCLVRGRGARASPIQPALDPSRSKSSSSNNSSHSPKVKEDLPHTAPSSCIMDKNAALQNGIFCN
ROMK primary: ROMK potassium channel modulators, primary screen, cell-based, thallium flux, MLSMR library; ATP-sensitive inward rectifier potassium channel 1 (Homo sapiens), P48048; Tet-inducible ROMK, thallium flux fluorescence; actives lie on both sides; B-score at 10 µM; 130,000 compounds, 2% hits;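 active = signal ratio slope over the read window, or its plate-corrected B-score, at least 3 SD from the plate mean, either direction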;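 also: B-score of the F/F0 ratio slope over 7 to 12 s after thallium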
Target sequence (P48048 whole entry, looked up): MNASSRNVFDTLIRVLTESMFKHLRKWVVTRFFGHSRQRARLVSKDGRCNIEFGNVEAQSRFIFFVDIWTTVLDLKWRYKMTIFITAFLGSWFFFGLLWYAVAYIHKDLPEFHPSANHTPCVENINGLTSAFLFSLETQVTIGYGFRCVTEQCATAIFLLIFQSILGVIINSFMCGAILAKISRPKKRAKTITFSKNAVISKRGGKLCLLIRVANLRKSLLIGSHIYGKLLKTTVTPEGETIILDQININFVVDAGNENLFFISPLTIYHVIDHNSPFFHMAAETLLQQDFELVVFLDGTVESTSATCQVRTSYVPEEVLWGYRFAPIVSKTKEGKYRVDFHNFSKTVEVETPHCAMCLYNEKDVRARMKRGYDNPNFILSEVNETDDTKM
STAT3 act: IL-6 driven STAT3 reporter potentiators, primary screen, U3A cells, luciferase, luminescence, MLSCN library | AID 871, 2007 | 190,000 compounds, 0.91% hits | IL-6 STAT3-luciferase reporter; 100% = signal with IL-6 EC80 alone | activation (% of control), % at 5.6 µM;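 active = activation above the screen-wide mean of compound activation plus 3 SD, cut at about 130% in these data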;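 also: 0% = background luminescence of wells with medium and substrate only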
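Test system: STAT3-luciferase reporter U3A cells; Detection: reporter luminescence signal; Times: 1 h compound pre-exposure, 6 h IL-6 stimulation, 37 °C; Benchmarks: IL-6-only high control; Also added: IL-6 stimulus at 33 ng/mL final.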
PPARg SRC2 recr: agonists of PPARg-SRC-2 recruitment, primary screen, biochemical, HTS | Peroxisome proliferator-activated receptor gamma (Homo sapiens), P37231 | PPARgamma LBD-SRC-2 recruitment | activation, % at 8 µM | 200,000 compounds, 0.34% hits | AID 1032, 2008; in the data active = activation above about 22%;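 also: 0% = vehicle and 100% = reference agonist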
An asterisk follows results filed as active; / = not tested or not shown.

SMILES	TLR4-MyD88 BLA	PPARg SRC-3 ag	STAT1 inh	TR-FRET SRC-2 ct	PPARg SRC-1 ag	RAM inhibit	STAT3 inh	S1P3 antag	ROMK primary	STAT3 act	PPARg SRC2 recr
Cc1ccc(C)c(-n2cc(CN3CCCN(C=O)CC3)c(-c3ccccc3)n2)c1	-10.6	-0.1	12.1	1675	6.0	0.2	-3.1	2.3	0.35	106.6	4.2
CCOC(=O)N1CCN(C(=O)c2cn(CC)c3ccc(S(=O)(=O)N4CCCCC4)cc3c2=O)CC1	-11.9	1.2	-2.4	1599	3.2	1.6	14.5	-16.5	0.932	94.4	4.0
CCc1ccc(C(=O)COC(=O)c2cccs2)cc1	-8.9	2.1	-22.6	1486	3.0	0.7	25.5	/	-0.631	79.5	5.6
Cc1ccc2cc3c(NC(=O)c4ccco4)nn(CC(C)C)c3nc2c1	8.9	8.9	0.8	1454	5.0	2.2	-10.4	35.5	1.19	109.5	9.7
CCN(CC)C(=O)CSc1nc2cc3c(cc2c(=O)n1CCCC(=O)NCCc1ccc(OC)c(OC)c1)OCO3	-2.4	5.5	-7.8	1893	15.3	4.9	4.6	-18.7	1.7	98.0	4.7
CCCCN(C)C(=O)CCCc1c[nH]c2ccccc12	-2.9	5.3	-3.1	1420	-5.2	-0.4	14.8	/	/	91.1	-1.1
CCCC(=O)OCCNc1cc(Sc2nccn2C)c2nonc2c1[N+](=O)[O-]	23.8	-2.6	-1.7	1479	-7.0	1.2	-6.0	-5.9	-4.7*	105.0	2.4
COc1ccccc1N1CCN(C(=O)C2CCCO2)CC1 (stereo unspecified)	7.6	-9.5	-4.1	1580	-0.1	0.8	-0.5	-5.5	/	104.5	0.8
C/C(=N\NC(=O)c1c[nH]c2ccccc12)c1ccc(C)o1	16.6	-7.7	-20.2	1481	-1.3	-0.9	-9.4	/	-0.597	114.6	8.3
CC(=O)NC(Cc1cccc(F)c1)C(=O)NC1CCN(c2ncccc2[N+](=O)[O-])CC1 (stereo unspecified)	9.6	3.6	1.8	1492	5.6	1.8	-2.3	-16.9	0.0292	108.4	3.3
O=C(CCCNS(=O)(=O)c1ccccc1)NCc1ccco1	0.9	-3.4	-6.3	1393	2.2	-0.3	5.8	-42.4	/	98.8	-2.0
COc1cc2c(cc1OC)CN(C(=O)c1ccc(S(=O)(=O)N3CCCCCC3)cc1)CC2	2.9	2.9	10.6	1648	8.3	0.4	11.2	2.1	/	92.7	13.8
Cc1c(OCC(=O)OC(C)(C)C)ccc2c3c(c(=O)oc12)CCC3	8.0	-0.1	-2.4	1703	6.6	4.5	28.7	-11.0	-0.16	80.9	12.0
Cc1nnsc1NC(=O)OCCCl	14.3	-7.0	-0.4	1526	-5.9	0.2	-0.5	/	/	104.2	3.0
CC(=O)c1cccc(NC(=O)CSc2ccc(-c3ccc4c(c3)OCO4)nn2)c1	-15.4	-2.3	3.1	1549	4.0	2.7	9.1	-11.3	/	94.1	-0.3
Cc1ccc(/C=C2\OC(=O)c3ccccc32)cc1	13.7	8.1	-50.4	1450	6.0	2.3	-54.1	/	0.0422	157.0*	3.2
CC(C)[C@H](CN(N=O)[C@@H](Cc1ccccc1)CN(C)N=O)N(CCc1ccccc1)N=O	-26.9	2.9	-0.2	1655	3.2	13.2*	/	-19.9	/	/	1.5
CCCS(=O)(=O)Nc1ccc(-c2ccc3nnc(C)n3n2)cc1	6.6	5.2	12.7	1555	-1.9	2.1	29.2	-15.8	0.476	79.4	9.2
Cc1cc(OCCn2cnc3ccccc3c2=O)cc(C(C)C)c1	-3.4	-0.3	-8.7	1301	-3.4	3.1	12.8	3.8	-0.543	95.8	-2.5
CC(NS(=O)(=O)c1ccc(Br)cc1)C(=O)NCc1ccc2c(c1)OCO2 (stereo unspecified)	-8.7	3.0	1.3	1617	-0.1	2.8	11.3	-0.2	0.889	94.8	9.3
Cc1ccnc2nc(C(=O)OCCOc3cccc(Br)c3)nn12	-2.3	1.8	0.3	1460	6.8	2.7	3.7	-27.3	-0.0102	103.1	4.6
O=C(Cn1c2ccccc2c(=O)c2cc([N+](=O)[O-])ccc21)Nc1ccccc1Cl	-6.9	-3.6	3.5	1562	2.7	4.0	4.6	-9.3	/	98.0	3.2
O=C(CSc1nnc(CNc2ccc(F)cc2)n1Cc1ccccc1)NCc1ccccc1	23.0	-1.3	3.5	1590	2.0	2.0	9.1	/	/	94.9	13.6
COc1ccc2c3c(cccc13)NN=C2C	-11.0	-5.1	-6.7	1515	2.1	/	-2.5	-0.4	0.584	103.1	-2.6
COc1cc(CN2CCC(C(=O)N3CCC(C)CC3)CC2)cc(Br)c1O	1.2	0.6	-2.6	1593	-2.5	-0.3	7.5	-7.3	/	102.1	-4.4

Additional entries follow:
SMILES	TLR4-MyD88 BLA	PPARg SRC-3 ag	STAT1 inh	TR-FRET SRC-2 ct	PPARg SRC-1 ag	RAM inhibit	STAT3 inh	S1P3 antag	ROMK primary	STAT3 act	PPARg SRC2 recr
COc1cc(C(=S)N2CCOCC2)cc(OC)c1OC(=O)c1cc([N+](=O)[O-])cc([N+](=O)[O-])c1	-5.0	1.2	2.3	1368	5.9	2.2	2.0	/	/	107.1	-7.3
O=C(COc1ccc(Cl)cc1)NCc1nnc(SCC(=O)N2CCCCCC2)o1	1.9	-0.9	1.7	1686	-1.9	5.0	1.5	-5.0	-0.478	104.4	-3.2
COc1ccc2c(CC(=O)Nc3ccccc3OC)coc2c1	-15.1	7.0	-3.2	1705	8.4	-0.2	1.5	-0.5	-0.0149	100.8	-0.1
Cc1oc(-c2ccc(Cl)cc2)nc1CN1CCCC(C(=O)NCc2ccccn2)C1 (stereo unspecified)	5.0	-11.2	-3.9	1565	-1.6	-0.8	7.5	-33.9	-0.294	95.7	1.3
Cc1cccc(Nc2c([N+](=O)[O-])c(=O)n(C)c3ccccc23)c1	-6.0	2.7	4.8	1684	2.7	-0.4	2.4	-5.9	-0.171	97.3	4.7
C=CCN(CC=C)C(=S)NC(=O)c1ccc([N+](=O)[O-])cc1	-12.1	2.3	8.6	1465	4.0	-1.0	18.9	-0.9	/	87.4	1.2
CCOCC(=O)N1CCN(c2ccc(F)cc2)CC1	-17.1	0.5	3.0	1568	3.8	0.3	3.4	-5.3	/	100.5	6.5
Clc1ccc(OCc2nnc(-c3ccccc3Br)o2)c(Cl)c1	-3.0	-4.9	-29.2	1566	-0.1	3.1	2.1	-14.9	0.28	100.6	-1.8
CCN1CCc2c(sc(N)c2C#N)C1	10.8	-3.3	-0.3	1571	1.7	0.8	1.1	-17.0	1.4	101.7	0.9
Cc1cc(C(=O)CN2C(=O)NC3(CCC(C)CC3)C2=O)c(C)n1C (stereo unspecified)	-8.8	-4.1	-1.9	1590	-5.6	2.2	-0.6	3.4	0.803	105.1	0.3
Cc1ccc(CS(=O)(=O)CCC(=O)NCCCN2CCCC2=O)cc1	-10.0	10.0	0.1	1647	-2.5	-0.1	-7.0	0.6	-0.348	108.0	5.4
CCOC(=O)CSC1=C(C#N)C(c2ccc(C)s2)CC(=O)N1 (stereo unspecified)	-4.0	7.8	1.8	1675	5.0	1.5	13.2	4.3	0.77	93.2	7.1
Cc1ccc(NC(=O)c2cc(=O)c3ccccc3o2)c(C)c1	5.5	3.4	-11.6	1602	9.3	2.0	14.6	4.7	0.971	86.6	1.8
CCNC(=O)NC(=O)C(C)Sc1nc2cc(C(=O)OC)ccc2c(=O)n1-c1ccccc1 (stereo unspecified)	15.1	0.8	6.1	1403	-1.0	0.5	11.2	/	/	93.8	-6.2
COc1cccc(N2CC(C(=O)Oc3ccc4ccccc4c3)CC2=O)c1 (stereo unspecified)	-9.5	0.7	6.8	1565	2.3	1.4	-6.0	/	-0.341	105.2	11.0
CC(=O)NC(CC(=O)NCC(c1ccco1)N(C)C)c1ccccc1 (stereo unspecified)	3.8	5.1	2.9	1446	-3.2	/	1.0	/	-0.0076	105.7	1.8
CCCC(=O)Nc1c(-c2cccs2)c(=O)c2ccccc2n1C	-9.5	7.8	1.4	1679	0.5	0.3	-0.8	/	/	103.7	3.7
O=C(c1ccc2c(c1)OCO2)N(CC1CCCO1)C1(C(=O)NC2CCCC2)CCCCC1 (stereo unspecified)	-16.3	-2.4	-0.1	1378	-1.5	0.5	1.2	/	/	104.5	-0.1
O=C(OCC(=O)N1CCc2ccccc21)c1nc(Cl)ccc1Cl	-6.9	3.3	7.6	1679	-1.4	2.0	14.3	4.0	1.01	90.1	2.6
Cc1ccnc(N2CCN(c3c4c(c(C#N)c5nc6ccccc6n35)CCC4)CC2)c1	-13.5	0.9	-2.9	1489	-0.8	/	-0.4	/	0.00831	103.0	-12.6
CCOC(=O)C1(CCOc2ccccc2)CCN(Cc2cnc(C)[nH]2)CC1	-2.9	0.8	1.6	1712	16.7	0.2	6.9	-5.7	-0.136	104.3	4.1
COc1ccc(C(=O)Oc2cc(/C=N/NS(=O)(=O)c3ccccc3)ccc2OC)cc1	1.5	-1.6	9.3	1637	6.4	1.7	2.8	/	-0.0642	102.7	6.3
CCn1c(SCC(=O)NC(=O)NCc2ccco2)nc2sc(C)c(C)c2c1=O	3.1	10.8	7.9	1632	-1.0	3.7	4.2	/	0.764	101.5	-3.9
COc1ccc(-c2cc(=O)c(C(=O)c3ccc(C)cc3)n[nH]2)cc1	3.4	1.5	-2.6	1695	2.1	2.0	7.7	-15.9	-0.0493	99.1	-0.5
Cc1cccc2cc(COC(=O)COc3ccccc3)c(=O)[nH]c12	0.9	-6.3	1.8	1620	-3.8	4.0	-7.8	14.6	/	111.5	1.5
CCCN1C(=O)c2cc(C(=O)NCc3ccc(OC)cc3)ccc2C1O (stereo unspecified)	-9.0	1.3	9.3	1496	-0.6	1.8	2.4	/	/	102.4	10.4
Cc1ccc(-c2[nH]nc3c2C(c2cccnc2)C(C#N)=C(N)O3)cc1 (stereo unspecified)	-6.7	-6.5	7.4	1544	1.3	2.3	-2.9	24.0	/	105.3	2.8
Cc1cc(C)cc(NC(=O)COc2ccc(C(=S)N3CCOCC3)cc2)c1	-3.5	5.2	1.8	1486	3.3	2.4	7.5	2.0	0.109	99.6	-2.8
O=C(CNC(=O)c1ccccc1F)Nc1ccccc1C(F)(F)F	-25.3	2.2	-2.0	1476	-2.8	1.3	8.3	-12.6	-0.004	100.8	2.0
